Screening results (PubChem)
JMJD2A Tudor: inhibitors of human JMJD2A Tudor domain; O75164; AlphaScreen JMJD2A-Tudor / H3K4me3 peptide binding; Potency, µM (titrated, usually from 114 µM), inactives show top-dose activity change, negative = inhibition, hits mostly inhibitors; hit rate 4.4% among 390,000; AID 504339; further: on the % scale 0 is the no-effect control and ±100 the full control effect; nearly all actives have a fitted effect of over 50% in size
APE1 inh: inhibitors of human APE1 endonuclease. recombinant APE1, TAMRA/BHQ-2 abasic DNA cleavage fluorescence. Potency, µM (highest dose often 65.8 µM), without a hit: at the highest dose activity change, negative = inhibition, hits mostly inhibitors. hit rate 0.35% among 350,000;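 further: plate controls were vehicle for no effect and reference inhibitor for full effect; nearly all actives have a fitted effect of over 55% in size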
Target sequence (P27695 whole entry, looked up): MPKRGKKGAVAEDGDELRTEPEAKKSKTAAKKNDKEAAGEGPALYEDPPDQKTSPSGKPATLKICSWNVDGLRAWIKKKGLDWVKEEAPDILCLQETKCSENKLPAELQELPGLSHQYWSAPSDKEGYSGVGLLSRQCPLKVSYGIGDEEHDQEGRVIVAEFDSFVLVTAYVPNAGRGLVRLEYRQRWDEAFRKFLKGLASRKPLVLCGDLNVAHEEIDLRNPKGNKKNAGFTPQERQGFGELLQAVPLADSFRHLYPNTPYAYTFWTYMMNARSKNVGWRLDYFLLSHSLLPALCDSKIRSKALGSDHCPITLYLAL
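0.75 nM APE1 + cpd, 15 min RT; start w/ 50 nM TAMRA/BHQ-2 THF-abasic dsDNA; kinetic fluor 525/598 nm ×3 reads @60 s; Δ(read3−read1); normalized to DMSO and NSC13755 control wells.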
BLM inh: Bloom syndrome helicase (human) inhibition. P54132. recombinant BLM DNA unwinding, fluorescence dequenching. Potency, µM (highest dose often 56.1 µM), for the others: at the top dose activity change, negative = inhibition, usual class: inhibitors. hit rate 0.2% among 350,000. AID 2528;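 further: plate controls were vehicle for no effect and no enzyme for full effect; nearly all actives have a fitted effect of over 35% in size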
Pol eta inh: inhibitors of human DNA polymerase eta; Q9Y253; recombinant Pol eta, fluorescent DNA replication assay; Potency, µM (doses to about 114 µM), without a hit: top-dose activity change, negative = inhibition, most hits filed as inhibitors; hit rate 1.2% among 390,000; AID 588591; further: on the % scale 0 is the no-effect control and ±100 the full control effect
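Pol eta (10 nM) was preincubated with compounds for 15 min at room temperature, after which fluorescent replication substrate (50 nM final) was added to start the reaction. Fluorescence was read kinetically at 0 and 10 min.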
BAZ2B block: blocks human BAZ2B; hit rate 4.4% among 360,000; Q9UIF8; AID 504333; AlphaScreen BAZ2B-H3K14Ac peptide displacement; Potency, µM (top dose mostly 114 µM), inactives show top-dose activity change, negative = inhibition, usual class: inhibitors; further: on the % scale 0 is the no-effect control and ±100 the full control effect; nearly all actives have a fitted effect of over 60% in size
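Complex of BAZ2B and biotin-H3K14Ac (50 nM apiece) forms over 30 min at RT, then faces library compounds up to 110 uM for another 30 min; AlphaScreen beads added, 20 min dark incubation, luminescence read.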
G9a block: G9a (human) methyltransferase inhibition | G9a H3K9 monomethylation, AlphaScreen, 2 h | Potency, µM (highest dose often 102 µM), without a hit: top-dose activity, negative = inhibition, usual class: inhibitors | hit rate 8.8% among 350,000 | AID 504332; further: on the % scale 0 is the no-effect control and ±100 the full control effect; nearly all actives have a fitted effect of over 75% in size
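G9a (20 nM) was preincubated 15 min with compound, then reacted 2 h at room temperature with 500 nM biotin-H3K9 peptide and 20 µM SAM. Monomethyl-H3K9 detected by AlphaScreen using anti-H3K9me1 antibody.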
POLI inh: DNA polymerase iota (human) inhibition; Pol iota fluorescent replication assay, 10 min; Potency, µM (series often up to 115 µM), for the others: top-dose activity, negative = inhibition, actives largely listed as inhibitors; hit rate 1% among 390,000; AID 588590; Q9UNA4
Target sequence (Q9UNA4 whole entry, looked up): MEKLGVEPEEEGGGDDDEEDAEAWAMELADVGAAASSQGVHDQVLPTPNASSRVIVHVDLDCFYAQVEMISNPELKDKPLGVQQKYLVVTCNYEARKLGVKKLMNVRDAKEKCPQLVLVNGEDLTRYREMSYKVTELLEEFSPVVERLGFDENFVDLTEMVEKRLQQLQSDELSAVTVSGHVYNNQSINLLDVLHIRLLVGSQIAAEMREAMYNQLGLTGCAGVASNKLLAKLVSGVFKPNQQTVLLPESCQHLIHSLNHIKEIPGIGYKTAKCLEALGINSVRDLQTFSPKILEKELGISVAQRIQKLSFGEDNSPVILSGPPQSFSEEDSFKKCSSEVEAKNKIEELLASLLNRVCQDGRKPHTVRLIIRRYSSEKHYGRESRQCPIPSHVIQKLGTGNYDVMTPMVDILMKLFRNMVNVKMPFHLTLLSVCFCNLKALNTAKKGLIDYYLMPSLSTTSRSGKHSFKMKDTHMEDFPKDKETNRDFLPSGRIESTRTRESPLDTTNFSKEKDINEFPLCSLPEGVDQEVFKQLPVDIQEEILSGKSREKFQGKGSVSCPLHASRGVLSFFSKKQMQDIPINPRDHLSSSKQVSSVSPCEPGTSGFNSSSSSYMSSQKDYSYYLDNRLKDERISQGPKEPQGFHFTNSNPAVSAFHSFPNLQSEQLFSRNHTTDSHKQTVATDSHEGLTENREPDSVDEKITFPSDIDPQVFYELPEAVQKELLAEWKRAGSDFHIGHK
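Fluorescent replication assay read twice, at 0 min and 10 min after adding 50 nM (final) substrate. Enzyme (10 nM) and compounds were first incubated 15 min at room temperature; enzyme-free buffer wells were negative controls.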
Pol kappa inh: inhibitors of human DNA polymerase kappa. Q9UBT6. purified Pol kappa, fluorescent DNA synthesis assay, 10 min. Potency, µM (titrated, usually from 107 µM), inactives show at the highest dose activity, negative = inhibition, hits mostly inhibitors. hit rate 0.53% among 400,000. AID 588579; further: on the % scale 0 is the no-effect control and ±100 the full control effect
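Enzyme at 10 nM met test compounds for 15 min at room temperature. Substrate addition (50 nM final) began the reaction, which was monitored by fluorescence at 0 and 10 min.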
POLB inh: DNA polymerase beta (human) inhibition; P06746; Pol beta primer extension/strand displacement, fluorescence kinetic; Potency, µM (titrated, usually from 114 µM), inactives show at the highest dose activity change, negative = inhibition, hits mostly inhibitors; hit rate 1.3% among 340,000; further: on the % scale 0 is the no-effect control and ±100 the full control effect
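Pol beta (10 nM) and compounds were preincubated 15 min at room temperature, then 50 nM substrate (final) started primer extension/strand displacement. Reads were taken at 0 and 10 min; concentration-response data were fitted to a four-parameter Hill equation.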
* = called active by the depositor; ? = inconclusive; . = no result given; [ ] = another dose, or the depositor's remark. The call rests on the fitted dose curve; in most records, active means well fitted curve in the direction sought with a large enough effect; inconclusive means small, poorly fitted or top-dose-only effect, or another doubt; inactive means no such curve, though single readings can be large; an effect the other way counts as inactive or inconclusive. Potency means the concentration at half of the fitted maximal effect. An excerpt (hit frequency here may not be typical).

| mol | JMJD2A Tudor | APE1 inh | BLM inh | Pol eta inh | BAZ2B block | G9a block | POLI inh | Pol kappa inh | POLB inh |
| --- | --- | --- | --- | --- | --- | --- | --- | --- | --- |
| CCC(C)c1ccc(C2C3=C(Nc4nc(N)[nH]c(=O)c42)c2ccccc2C3=O)cc1 (stereo unspecified) | -10% | ? | -13% | -14% | -12% | . | -10% | -17% | ? |
| Cc1ccc(-n2nc(C)c3c(C(F)(F)F)cc(-c4cccnc4)nc32)cc1C | -3% | . | 2% | -11% | 9% | -6%[59 µM] | 33%[activator] | -7% | 11% |
| COc1ccc(CN(CC2CCCO2)C(=O)CN2C(=O)COc3ccccc32)cc1OC (stereo unspecified) | -12% | 0% | 1% | 6% | 54%[activator] | 34%[59 µM] | 10% | -1% | 5% |
| CCOc1ccccc1NC(=O)CSc1nc2ccccc2nc1N1CCCC1 | 76%[activator] | -11% | -5% | -15% | 43%[activator] | -87% | 16% | -6% | -8% |
| COc1ccc(OC)c(NC(=O)Cn2c(=O)n(Cc3ccccc3)c(=O)c3ccccc32)c1 | -20% | . | -6% | -20% | -5% | -23%[59 µM] | 9% | 7% | -8% |
| O=C(CCCCCNC(=O)c1ccccc1)N/N=C/c1ccco1 | -24% | ? | -9% | -5% | ? | -10% | ? | -14% | 16µM* |
| CCC(COC)NC(=O)CCc1nnc(Cc2c[nH]c3ccccc23)o1 (stereo unspecified) | 5% | 11% | 0% | -10% | -4% | ? | 11% | -2% | 1% |
| Cc1ccc(C)c(C(=O)COC(=O)Cn2[nH]c(=O)c3ccccc3c2=O)c1 | -34% | -7% | . | -13% | -2% | 11%[12.7 µM] | 20% | -9% | . |
| CCCc1cc(=O)[nH]c(SCC(=O)Nc2ccc(OC)c(S(=O)(=O)N3CCCCC3)c2)n1 | -5% | -5% | . | 0% | . | . | 3% | 1% | . |
| CCOc1ccc(CCNC(=O)c2c(C)noc2C)cc1OCC | -4% | 4% | . | -8% | 1% | 5%[2.33 µM] | 4% | -14% | . |
| Cc1nc(N2CCOCC2)c2c(C)c(C(=O)Nc3ccc(C(F)(F)F)cc3)sc2n1 | -9% | -6% | -19% | -24% | -1% | -25% | 32%[activator] | -1% | -7% |
| COc1ccc(OC)c(NC(=O)c2ccc(Cl)cc2)c1 | 11% | 2% | -7% | -1% | -23% | -13% | 21% | -6% | 7% |
| Cn1cc(/C=N/n2cnc3scc(-c4ccc(Cl)cc4)c3c2=O)c2ccccc21 | -5% | -6% | -5% | -6% | -8% | -6%[59 µM] | -8% | -7% | 18% |
| Cc1cccc(-c2nc(CSCC(=O)NCCc3ccc(Cl)cc3)c(C)o2)c1 | -12% | . | -8% | -18% | 6% | 4%[59 µM] | -2% | -20% | -2% |
| NC(=S)NC(=O)c1ccccc1 | -13% | -4% | 0% | 5% | -4% | ? | -6% | -5% | -1% |
| O=[N+]([O-])c1ccc(-[n+]2nc(-c3ccccc3)nn2-c2ccccc2)cc1 | -12% | 0% | -2% | -9% | -6% | -20% | -18% | -6% | 2% |
| Cc1nn(C(C)C(=O)Nc2sc3c(c2C#N)CCCC3)c(C)c1[N+](=O)[O-] (stereo unspecified) | -7% | -3% | -4% | -2% | 0% | ? | -6% | -2% | 29% |
| Nc1cc(N)nc(SCC(=O)Nc2ccc(Br)cc2Cl)n1 | -9% | -7% | 0% | -12% | 10% | -7% | 38%[activator] | -5% | 2% |
| CSc1cc(-c2ccc(Cl)cc2)c(C(=O)NN)s1 | -21% | -4% | -7% | -14% | 3% | 17% | ? | -16% | 53% |
| CC(C)N(C(=O)[C@H]1CC(CC(=O)NCCCn2ccnc2)C(=O)N2CCc3c([nH]c4ccccc34)[C@]12C)C(C)C (stereo partly specified) | ? | -12% | . | -6% | . | . | 4% | -17% | . |
| COc1c(Cl)cc(-c2noc(C)c2C(=O)NCc2ccc3c(c2)OCO3)cc1Cl | -19% | ? | -1% | -15% | 8% | 20% | -9% | -24% | -1% |
| CN(C)Cc1c(O)ccc2c(=O)c(-c3ccccc3Cl)coc12 | -7% | 1% | -2% | -8% | 1% | -7% | 167%[activator] | -3% | -5% |
| COc1ccccc1NC(=O)C(C)Sc1nnc2ccc3ccccc3n12 (stereo unspecified) | -9% | . | 0% | -7% | -3% | ? | 28% | -9% | -9% |
| C/C(=C1/SC(N2CCOCC2)=NC1=O)c1ccc(Cl)cc1 | -10% | 0% | -1% | -10% | 4% | ? | 24% | 12% | 1% |
| CC1CCCN(C(=O)C2CCN(c3ncnc4c3nc3n4CCCCC3)CC2)C1 (stereo unspecified) | -7% | 15% | 1% | -1% | -3% | 15% | 11% | 15% | 15% |
| O=C(CCC(=O)N(CC(=O)NC1CCCCC1)Cc1cccs1)Nc1nccs1 | 7% | 0% | -1% | -19% | -2% | 27%[12.7 µM] | ? | -8% | -1% |
| O=c1[nH]c(SCc2ccc(Cl)cc2)nc2ccccc12 | -4% | 0% | -2% | 2% | 2% | 4% | -7% | -2% | 30% |
| Cc1noc(NS(=O)(=O)c2ccc(N/C=C/C(=O)c3ccccc3)cc2)c1C | -33% | 19% | 2% | -1% | ? | -38%[2.33 µM] | -6% | -6% | -24% |
| CC1CCc2c(sc(NC(=O)C(=O)NCc3ccco3)c2C#N)C1 (stereo unspecified) | -15% | 0% | -5% | -6% | 0% | 16% | -25% | -12% | 4% |
| COc1ccc(C2=CC(=O)C[C@H](c3ccc(OC)cc3)C2)cc1 | -9% | 18% | . | -24% | 5% | 10%[2.33 µM] | 8% | -2% | . |

Only BLM inh, for some of the entries so far:
Compound | BLM inh
O=[N+]([O-])c1ccc(-[n+]2nc(-c3ccccc3)nn2-c2ccccc2)cc1 | -2%
NC(=S)NC(=O)c1ccccc1 | 0%
CC1CCCN(C(=O)C2CCN(c3ncnc4c3nc3n4CCCCC3)CC2)C1 (stereo unspecified) | 1%

Next section:
| mol | JMJD2A Tudor | APE1 inh | BLM inh | Pol eta inh | BAZ2B block | G9a block | POLI inh | Pol kappa inh | POLB inh |
| --- | --- | --- | --- | --- | --- | --- | --- | --- | --- |
| COc1cc(NC(=O)C(CC(C)C)NS(=O)(=O)c2ccc3c(c2)CCCC(=O)N3)cc(OC)c1 (stereo unspecified) | -14% | . | 0% | ? | -3% | 7%[59 µM] | 4% | 0% | 1% |
| CCCCC(=O)Oc1c(S(=O)(=O)c2ccc(C)cc2)c(C)nn1C(C)(C)C | 31% | -26% | -13% | -20% | 2% | 27% | 2% | -4% | -6% |
| C#CCn1c(-c2cccs2)nc2ccccc21 | -6% | 1% | 49%[activator] | -6% | -16% | -1% | -20% | 4% | -17% |
| Cc1cc(C)n(-c2nnc(C)n2/N=C/c2ccc(O)cc2)n1 | -5%[57.1 µM] | 4% | 7% | 5% | ? | 6% | -8% | 5% | 2% |
| CCOc1ccc(N(CC)S(=O)(=O)c2ccc3c(c2)n(C)c(=O)c(=O)n3C)cc1 | -15% | -3% | -5% | 2% | 3% | -3% | -17% | -13% | 10% |
| O=C(NC1CCCC1)C(c1ccccc1)N(C(=O)c1csnn1)c1ccccc1F (stereo unspecified) | -16% | -6% | -1% | -6% | 5% | 15% | -12% | -17% | 11% |
| Cc1ccc(C(=O)OCC(=O)c2c(N)n(C)c(=O)n(C)c2=O)cc1S(=O)(=O)N1CCOCC1 | -17% | -9% | . | -9% | 9% | 10%[59 µM] | 9% | -9% | . |
| N=c1c(C(=O)NCc2ccc(F)cc2)cc2c(=O)n3ccccc3nc2n1Cc1cccnc1 | -26% | 13% | -6% | ? | 11% | 3% | -49% | -8% | -1% |
| Cc1nn(-c2ccccc2)c(C)c1C(=O)OCC(=O)Nc1ccccc1F | -17% | -7% | . | -16% | -3% | 12%[59 µM] | 39%[activator] | 0% | . |
| CCOc1ccc(C(=O)N(Cc2ccc(C(C)C)cc2)Cc2ccco2)cc1 | 4% | . | -9% | -7% | 23% | 6%[59 µM] | 3% | -7% | 5% |
| CS(=O)(=O)N(CC(=O)Nc1cccc([N+](=O)[O-])c1)c1ccccc1 | -19% | -5% | 0% | -10% | -28% | 10% | -2% | -9% | -1% |
| O=S(=O)(NCCN1CCOCC1)c1cccs1 | -10% | 0% | -4% | -11% | -1% | 40µM* | 22% | -5% | -1% |
| COc1cccc(/C=N/NC(=O)CSc2ccccc2C)c1OC | 13% | -3% | -10% | -23% | -10% | ? | 15% | -5% | 1% |
| COc1ccc(NC(=O)COc2cccc(C(F)(F)F)c2)cn1 | -19% | -6% | . | -12% | 11% | ? | 6% | -1% | . |

Five records drawn at random from those above, as already listed:
| mol | JMJD2A Tudor | APE1 inh | BLM inh | Pol eta inh | BAZ2B block | G9a block | POLI inh | Pol kappa inh | POLB inh |
| --- | --- | --- | --- | --- | --- | --- | --- | --- | --- |
| CCC(COC)NC(=O)CCc1nnc(Cc2c[nH]c3ccccc23)o1 (stereo unspecified) | 5% | 11% | 0% | -10% | -4% | ? | 11% | -2% | 1% |
| COc1c(Cl)cc(-c2noc(C)c2C(=O)NCc2ccc3c(c2)OCO3)cc1Cl | -19% | ? | -1% | -15% | 8% | 20% | -9% | -24% | -1% |
| COc1cccc(/C=N/NC(=O)CSc2ccccc2C)c1OC | 13% | -3% | -10% | -23% | -10% | ? | 15% | -5% | 1% |
| CCOc1ccc(CCNC(=O)c2c(C)noc2C)cc1OCC | -4% | 4% | . | -8% | 1% | 5%[2.33 µM] | 4% | -14% | . |
| CCOc1ccc(N(CC)S(=O)(=O)c2ccc3c(c2)n(C)c(=O)c(=O)n3C)cc1 | -15% | -3% | -5% | 2% | 3% | -3% | -17% | -13% | 10% |
